EPAC1 agonist = qHTS for Agonist of cAMP-regulated guanine nucleotide exchange factor 3 (EPAC1): primary screen; Rap guanine nucleotide exchange factor 3 (Homo sapiens), O95398; EPAC1 agonist qHTS, biochemical assay; response scale: 100% = response to 6.5 mM cAMP; Potency, µM (top dose mostly 154 µM), inactives show at the top dose activation, hits mostly activators; hit rate 0.073% among 360,000; also: potency is read from the fitted curve at half-maximal effect; nearly all actives have a fitted effect of over 60% in size
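Nucleotide exchange assay: 100 nM EPAC1 with 250 nM Rap1B loaded with BODIPY-GDP and 50 uM GDP, room temperature. Fluorescence (480/540 nm) read every 5 min for 30 min; signal change normalized to 6.5 mM cAMP as full agonist.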
CCT modulator = High-Throughput Screening for Modulators of Cytosolic Chaperonin Activity; purified chaperonin ATPase assay, HTRF ADP detection, 30 min; activity change, % (concentration not given with the values), hits read low; hit rate 0.3% among 360,000; AID 651819, 2012; in the data active = activity change below about -30%; also: % is scaled to controls: 0 for no effect and ±100 for the full control effect
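First, chaperonin was dispensed at 40 nM or 20 nM final depending on batch activity. Next, compounds were pinned at 76 uM and ATP added at 10 uM. After 30 min at 37 °C, ADP detection reagents ran 30 min at ambient temperature.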
IL2 activator = qHTS of IL-2 Activators; IL-2 activation reporter assay, cell-based qHTS; stimulated with anti-CD3/CD4/CD28 beads; in transgenic mouse T cells; hit rate 0.065% among 360,000; AID 652025, 2013; activation, % (series mostly up to about 46 µM); in the data active = activation above about 50%; inconclusive = mostly about 30% to 49%; also: 0% is about no effect
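Quantitative HTS in unstimulated transgenic mouse T cells, with memory T cells as non-tolerant control and PMA/ionomycin as tolerance-bypass control. Compound pretreatment lasted 60 minutes before 18 h bead stimulation; EGFP/DsRed fluorescence read.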
WRN inhibitor = qHTS for Inhibitors of WRN Helicase. Potency, µM (titrated, usually from 114 µM), for inactives: at the highest dose activity change, negative = inhibition, most hits filed as inhibitors. hit rate 0.46% among 360,000. WRN helicase unwinding, fluorescent forked duplex, kinetic. Bifunctional 3'-5' exonuclease/ATP-dependent helicase WRN (Homo sapiens), Q14191; also: potency is read from the fitted curve at half-maximal effect; % is scaled to controls: 0 for no effect and ±100 for the full control effect; nearly all actives have a fitted effect of over 55% in size
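Kinetic fluorescence helicase assay: unwinding of a quenched forked DNA duplex (100 nM final) with 2 mM ATP final raises red fluorescence (525/598 nm). Compounds sat 15 min at room temperature with 20 nM WRN beforehand.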
EPAC2 ag = qHTS for Agonist of cAMP-regulated guanine nucleotide exchange factor 4 (EPAC2): primary screen; AID 720711, 2013; EPAC2 activation, biochemical qHTS; response scale: 100% = 6.5 mM cAMP response; Potency, µM (highest dose often 154 µM), for the others: at the highest dose activation, most hits filed as activators; hit rate 0.079% among 360,000; Rap guanine nucleotide exchange factor 4 (Homo sapiens), Q8WZA2; also: potency is read from the fitted curve at half-maximal effect; nearly all actives have a fitted effect of over 50% in size
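In this primary screen, activation is scored as increased exchange of BODIPY-GDP from Rap1B by 100 nM EPAC2, with 50 uM GDP as competitor. Signal is normalized to the 6.5 mM cAMP agonist control.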
EPAC1 antag = qHTS for Antagonist of cAMP-regulated guanine nucleotide exchange factor 3 (EPAC1): primary screen; Rap guanine nucleotide exchange factor 3 (Homo sapiens), O95398; hit rate 0.14% among 360,000; Potency, µM (series often up to 115 µM), without a hit: at the highest dose activity change, negative = inhibition, hits mostly inhibitors; EPAC1 GEF assay, Rap1b-BODIPY-GDP exchange fluorescence;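 also: potency is read from the fitted curve at half-maximal effect; plate controls were vehicle for no effect and positive control for full effect; nearly all actives have a fitted effect of over 50% in size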
PI5P4Ka inh = qHTS for Inhibitors of phosphatidylinositol 5-phosphate 4-kinase (PI5P4K). Phosphatidylinositol 5-phosphate 4-kinase type-2 alpha (Homo sapiens), P48426. PI5P4Kalpha enzyme, ADP-Glo luminescence, 60 min; active compounds read low. max response, %. hit rate 1.2% among 330,000. AID 652105, 2013; active = max response of -50% or lower; inconclusive = between -30% and -50%; inactive = -30% or higher; also: value at the top dose of about 77 µM; % is scaled to controls: 0 for no effect and ±100 for the full control effect
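Enzyme plus substrate dispensed, test compounds pinned in, then ATP (5 microM final) added. After 60 min at RT, ADP-Glo reagent 1 for 45 min and reagent 2 for 30 min preceded luminescence imaging.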
PLK1 PBD inh = qHTS for Inhibitors of PLK1-PDB (polo-like kinase 1 - polo-box domain): Primary Screen; Serine/threonine-protein kinase PLK1 (Homo sapiens), P53350; Plk1 PBD binding of FITC phosphopeptide, fluorescence polarization; Potency, µM, without a hit: max response, negative = inhibition, most hits filed as inhibitors; hit rate 2.8% among 360,000; AID 720504, 2013; also: potency is read from the fitted curve at half-maximal effect; series mostly up to about 57 µM; % is scaled to controls: 0 for no effect and ±100 for the full control effect; nearly all actives have a fitted effect of over 65% in size
Target sequence (P53350 whole entry, looked up, the tested form may be a part): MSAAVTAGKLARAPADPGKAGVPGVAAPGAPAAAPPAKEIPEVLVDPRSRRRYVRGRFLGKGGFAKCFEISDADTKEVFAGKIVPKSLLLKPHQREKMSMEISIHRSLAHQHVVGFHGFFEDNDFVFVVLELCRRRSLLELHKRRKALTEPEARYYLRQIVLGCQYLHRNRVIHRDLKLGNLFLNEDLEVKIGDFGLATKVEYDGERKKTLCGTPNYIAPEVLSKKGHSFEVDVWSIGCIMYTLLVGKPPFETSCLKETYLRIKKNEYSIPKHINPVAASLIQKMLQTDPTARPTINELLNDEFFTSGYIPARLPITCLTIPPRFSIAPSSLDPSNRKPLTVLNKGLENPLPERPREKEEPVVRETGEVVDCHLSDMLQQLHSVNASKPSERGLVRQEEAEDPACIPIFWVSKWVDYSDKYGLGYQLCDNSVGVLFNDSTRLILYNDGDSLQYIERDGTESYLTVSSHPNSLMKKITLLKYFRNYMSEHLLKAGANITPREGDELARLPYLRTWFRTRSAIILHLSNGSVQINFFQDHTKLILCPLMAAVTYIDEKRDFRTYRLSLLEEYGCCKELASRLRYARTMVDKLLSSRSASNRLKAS
An asterisk follows results filed as active; u = inconclusive; x = no result given; [ ] = another dose, or the depositor's remark. Unless noted, calls follow the shape of the dose curve; as a rule, active = well fitted curve in the direction sought with a large enough effect; inconclusive = small, poorly fitted or top-dose-only effect, or another doubt; inactive = no such curve, though single readings can be large; an effect the other way counts as inactive or inconclusive.

The line under a structure holds: EPAC1 agonist | CCT modulator | IL2 activator | WRN inhibitor | EPAC2 ag | EPAC1 antag | PI5P4Ka inh | PLK1 PBD inh
1. COC(=O)c1ccc(N2C(=O)c3ccc(OC)c(OC)c3C2=O)cc1
  0% | -0.7 | 0.3 | -3% | 4% | 6% | 3 | 0%
2. C#CCOCCOCCOCCNc1nc(N2CCN(C(=O)Cn3cc(CC(C)O)nn3)CC2)nc(N2CCN(C(=O)[C@H](C)n3cc(CCCN=C(N)N)nn3)CC2)n1 (stereo not given in full)
  -14% | -2.9 | 1.6 | -2%[11.6 µM] | 8% | -14% | -80* | -16%
3. Cc1ccc(O)c(C=Nc2cc(C)ccc2O)c1
  4% | -1.6 | -1.6 | 3% | -3% | 0% | -7 | -9%
4. CS(=O)(=O)Nc1cccc(S(=O)(=O)N2CCN(C(=O)c3ccccc3)CC2)c1
  -9% | -1.9 | -3.3 | -27% | 3% | -17% | 4 | -8%
5. CCN1CCN(C(c2ccc(C(F)(F)F)cc2)c2ccc3cccnc3c2O)CC1 (stereo not given)
  -9% | -1.2 | -6.6 | -21% | 3% | u | -29 | 3.8µM*
6. COC(=O)c1cc(NS(=O)(=O)c2ccc3c(c2)CCC(=O)N3)cc(C(=O)OC)c1
  4% | -3.1 | -0.3 | -5% | 2% | 0% | x | -1%
7. Nc1cc(Cl)ccc1C(=O)OCC(=O)NC1CCCCC1
  -4% | 0.6 | -3.8 | -20% | 0% | 10% | -2 | 2%
8. O=C(Nc1nnc([C@H]2C[C@H](O)[C@@H](CO)O2)s1)c1cccc(C(F)(F)F)c1
  0% | 2.3 | 1.8 | -1% | 5% | 1% | -5 | -1%
9. COc1ccc(/C=C(/C#N)S(=O)(=O)c2ccc(C)cc2)cc1
  3% | -0.7 | -1.2 | -6% | 14% | -7% | x | -1%
10. OC(CN1CCN(c2cccc(Cl)c2)CC1)c1ccccc1 (stereo not given)
  7% | -1.7 | 0.2 | -4%[57.1 µM] | 5% | -4% | 16 | 6%
11. Cc1sc2c(=O)n3c(nc2c1C(=O)NCCCN1CCOCC1)CCCCC3
  -9% | -0.7 | -0.6 | 2% | 1% | -4% | -4 | -1%
12. O=S(=O)(NC1CCN(Cc2ccccc2)CC1)c1ccc(F)c(F)c1
  4% | 2.0 | -0.2 | -3% | -1% | -1% | 4 | 1%
13. CCn1c(CNc2ccc(OC)cc2)nnc1SCC(=O)Nc1ccc(F)cc1
  12% | -1.1 | 0.2 | 1% | 3% | 4% | x | -8%
14. CCc1noc(C)c1C(=O)Nc1ncc(C)s1
  -4% | -1.0 | -2.1 | 5% | -3% | -9% | x | -3%
15. O=C(COc1ccc([N+](=O)[O-])cc1)NNC(=O)C1COc2ccccc2O1 (stereo not given)
  1% | -1.3 | -0.1 | 4% | 2% | -2% | 7 | 4%
16. O=C(NC(=S)NC1CCCCC1)c1ccc(F)cc1
  12% | -0.8 | -1.2 | -3% | 25% | -2% | 8 | -9%
17. Cn1c(=O)c2c(-c3ccccc3)n(N3CCOCC3)cc2n(C)c1=O
  4% | 1.0 | 0.3 | -6% | 2% | 0% | 1 | -5%
18. CCc1nc2ccc(C(=O)NCCCN3CCN(c4ccccc4F)CC3)cc2nc1CC
  8% | -0.1 | -0.3 | 17% | 9% | -8% | 2 | -12%
19. CCCCN(CC)CCCNC(=O)c1ccc(CS(=O)(=O)c2c(Cl)cccc2Cl)o1
  -16% | -2.3 | -3.2 | -3% | -6% | -1% | 1 | 2%
20. CC(C)c1ccc(NC(=S)N2CCN(Cc3ccccc3)CC2)cc1
  -2% | 0.3 | -1.7 | -4% | 1% | 2% | 0 | -2%
21. CCOC1=C2[C@@H](CN(S(=O)(=O)c3ccc(C)cc3)[C@H]2c2cccc3ccccc23)[C@H]2C(=O)N(c3ccccc3)C(=O)[C@H]2C1
  3% | 0.7 | 0.5 | 0% | 5% | 2% | -1 | -4%
22. CC(=O)NC(C)(c1ccccc1)c1nc(-c2cccc3cccnc23)cs1 (stereo not given)
  -18% | -0.3 | -0.5 | 3% | 6% | -1% | 2 | -3%
23. COc1ccc(-c2cn3c(C)c(C(=O)NCCN4CCOCC4)sc3n2)cc1
  3% | -5.5 | 1.1 | -8% | 2% | -3% | 3 | -4%
24. CCC1(CC)C(=O)C2=C3C1[C@H](C(=O)OC)C=C(C(=O)OC)C[C@H]3n1c(=O)n(C)c(=O)n1[C@H]2C (stereo not given in full)
  -4% | -3.8 | 3.8 | 0% | 4% | 6% | -4 | -4%
25. CCOC(=O)Cc1csc(NC(=O)COc2cccc(C)c2)n1
  7% | 0.5 | 0.4 | -5% | 2% | -16% | 4 | -10%
26. O=c1cc(-c2ccccc2Cl)oc2c(NS(=O)(=O)c3ccccc3C(F)(F)F)ccc(O)c12
  -26% | -1.6 | -2.8 | -26% | 15% | -5% | 0 | -17%
27. O=C1COc2ccc(C(=O)COC(=O)c3ccco3)cc2N1
  -4% | -1.9 | -1.1 | 3% | 8% | -4% | -26 | -10%

Some of these compounds in order of the EPAC1 antag value, largest number first.
no.	compound	EPAC1 antag
21	CCOC1=C2[C@@H](CN(S(=O)(=O)c3ccc(C)cc3)[C@H]2c2cccc3ccccc23)[C@H]2C(=O)N(c3ccccc3)C(=O)[C@H]2C1	2%
16	O=C(NC(=S)NC1CCCCC1)c1ccc(F)cc1	-2%
14	CCc1noc(C)c1C(=O)Nc1ncc(C)s1	-9%

Structures listed above marked active in PI5P4Ka inh.
| item | SMILES | CCT modulator | WRN inhibitor | EPAC1 antag | PI5P4Ka inh | PLK1 PBD inh |
| --- | --- | --- | --- | --- | --- | --- |
| 2 | C#CCOCCOCCOCCNc1nc(N2CCN(C(=O)Cn3cc(CC(C)O)nn3)CC2)nc(N2CCN(C(=O)[C@H](C)n3cc(CCCN=C(N)N)nn3)CC2)n1 (stereo not given in full) | -2.9 | -2%[11.6 µM] | -14% | -80* | -16% |

Reprinted at random: 2 entries already listed, in no set order.
The line under a structure holds: EPAC1 agonist | CCT modulator | IL2 activator | WRN inhibitor | EPAC2 ag | EPAC1 antag | PI5P4Ka inh | PLK1 PBD inh
2. C#CCOCCOCCOCCNc1nc(N2CCN(C(=O)Cn3cc(CC(C)O)nn3)CC2)nc(N2CCN(C(=O)[C@H](C)n3cc(CCCN=C(N)N)nn3)CC2)n1 (stereo not given in full)
  -14% | -2.9 | 1.6 | -2%[11.6 µM] | 8% | -14% | -80* | -16%
13. CCn1c(CNc2ccc(OC)cc2)nnc1SCC(=O)Nc1ccc(F)cc1
  12% | -1.1 | 0.2 | 1% | 3% | 4% | x | -8%

Some of the compounds tested; count on the stated rates, not on these rows.
